Screening data deposited in PubChem BioAssay by several laboratories.
NS3 helicase inh: HCV NS3 helicase inhibition. NS3 helicase DNA unwinding, Cy5 molecular beacon fluorescence. inhibition, % at 10.9 µM. actives 0.56% (n = 290,000). AID 1800;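 active = inhibition above the mean of all tested compounds plus 3 SD, set per campaign, cut at about 35% in these data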;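 note: 0% = DMSO wells and 100% = thioflavine S control wells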
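test system = hepatitis C virus NS3 helicase domain fragment enzyme | reagent = annealed dual-labelled DNA beacon duplex, ATP-started | times = 1 h at 25 °C | detection = Cy5 fluorescence, 0 and 60 min reads | read-out basis = percent inhibition from t60/t0 fluorescence ratio | control set = DMSO and thioflavine S | replication = one well per compound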
CRFBP-R2 agonist: CRF-BP/CRF-R2 complex agonism | HEK293 CRF-R2/CRF-BP, calcium dye fluorescence (FLIPR); percent of saturating CRF peptide response | activation, % at 13.2 µM | actives 0.46% (n = 350,000) | AID 588473;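 active = activation of at least 50%, plus an integration ratio under a set limit after plate pattern correction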;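 note: plate controls were neutral control wells without compound for no effect and CRF at EC100 for full effect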
GalR3 antag: human GalR3 antagonism; HEK293 GalR3-CNG cAMP membrane potential fluorescence; galR3 body fused to GalR1 C-terminus; AID 651719; inhibition, % at 3 µM; actives 0.44% (n = 360,000); O60755;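 active = inhibition above the screen-wide average plus 3 SD, cut at about 13% in these data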;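 note: forskolin and galanin both at EC90 stimulate the cells; cAMP rise reported by CNG channel membrane potential dye signal; 0% = forskolin plus galanin with DMSO and 100% = forskolin alone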
Target sequence (O60755 1-299 limits assumed): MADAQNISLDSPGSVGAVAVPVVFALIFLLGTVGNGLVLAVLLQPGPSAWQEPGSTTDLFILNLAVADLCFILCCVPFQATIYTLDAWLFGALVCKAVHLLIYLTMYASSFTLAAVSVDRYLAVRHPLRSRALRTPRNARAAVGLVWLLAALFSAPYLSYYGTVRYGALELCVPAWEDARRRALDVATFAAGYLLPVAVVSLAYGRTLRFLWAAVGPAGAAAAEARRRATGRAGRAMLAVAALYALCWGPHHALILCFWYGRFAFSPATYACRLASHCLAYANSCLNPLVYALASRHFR
SUMO HTRF inh: inhibitors of human SUMOylation (UBC9); actives 0.36% (n = 290,000); AID 2006; HTRF SUMOylation assay, SAE1/SAE2 + UBC9, in vitro; inhibition, % at 35 µM; P63279; in the data active = inhibition above about 50%, passing the limit was not always enough; inconclusive = no clear call, values can overlap the other calls; note: strong numbers were not always called active
Target sequence (P63279 whole entry, looked up): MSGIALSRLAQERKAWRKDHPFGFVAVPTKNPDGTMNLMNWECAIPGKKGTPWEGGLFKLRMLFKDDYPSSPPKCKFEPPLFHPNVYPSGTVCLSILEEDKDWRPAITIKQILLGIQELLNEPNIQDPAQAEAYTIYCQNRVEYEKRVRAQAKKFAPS
MEKK2wt PB1 HTS: raises or lowers MEK5 binding to wildtype human MEKK2 PB1 domain | Q9Y2U5 | bead flow cytometry, Alexa488-MEK5 binding to MEKK2 WT; actives lie on both sides | binding response (% of control), % at 10 µM | actives 1.1% (n = 290,000) | AID 1531; in the data active = binding response below about 67% or above about 130%; inconclusive = no clear call, values can overlap the other calls; inactive = in between
FID counter: fluorescent intercalator displacement, NS3 helicase counter-screen; AID 1845; inhibition, % at 7.9 µM; actives 0.17% (n = 290,000); DNA fluorescent intercalator displacement, fluorescence; in the data active = inhibition above about 37%;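 note: 0% = vehicle and 100% = reference compound; higher means more ethidium bromide displaced from hairpin DNA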
MEKK3 PB1 HTS: MEKK3-MEK5 PB1 interaction, increase or decrease. actives 1.4% (n = 290,000). AID 1529. Q99759. binding response (% of control), % at 10 µM. bead-based flow cytometry, Alexa488-MEK5 binding to MEKK3; actives lie on both sides; 0 = blocked by unlabeled MEK5, 100 = vehicle;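 active = binding response more than 3 SD above or below the average of its plate-row segment, actives on both sides; inconclusive = wells at one plate position flagged as instrument error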;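 note: Alexa488 bead fluorescence after subtracting the streptavidin-only scavenger bead signal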
Target sequence (Q99759 whole entry, looked up): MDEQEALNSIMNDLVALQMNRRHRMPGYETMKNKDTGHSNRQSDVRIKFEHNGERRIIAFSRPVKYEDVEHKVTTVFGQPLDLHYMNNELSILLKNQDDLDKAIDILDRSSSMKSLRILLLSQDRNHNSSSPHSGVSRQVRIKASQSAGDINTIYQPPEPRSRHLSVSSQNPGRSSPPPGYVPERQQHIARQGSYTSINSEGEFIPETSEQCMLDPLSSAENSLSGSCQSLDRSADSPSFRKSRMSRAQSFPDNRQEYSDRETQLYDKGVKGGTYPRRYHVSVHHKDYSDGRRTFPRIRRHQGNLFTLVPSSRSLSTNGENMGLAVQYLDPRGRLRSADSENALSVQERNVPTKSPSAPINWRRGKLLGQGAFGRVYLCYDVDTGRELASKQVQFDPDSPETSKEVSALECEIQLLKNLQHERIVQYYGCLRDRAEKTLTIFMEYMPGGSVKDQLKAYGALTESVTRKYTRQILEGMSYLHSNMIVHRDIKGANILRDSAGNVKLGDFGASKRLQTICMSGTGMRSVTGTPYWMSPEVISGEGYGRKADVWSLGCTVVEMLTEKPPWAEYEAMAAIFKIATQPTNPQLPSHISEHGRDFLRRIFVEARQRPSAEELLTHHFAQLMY
CRFR2-BP antag: antagonists of CRF-binding protein/CRF-R2 receptor complex; HEK293 CRF-R2/CRF-BP, CRF-induced calcium fluorescence; actives 0.59% (n = 350,000); inhibition, % at 11.8 µM; AID 588475;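 active = inhibition of the ligand-induced calcium signal above about 50% at the single tested concentration, limit read from the data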
MEKK2mut PB1 HTS: signal of MEK5 binding to mutant human MEKK2 PB1 domain | bead flow cytometry, Alexa488-MEK5 binding to MEKK2 mutant | percent response, % at 10 µM | actives 0.35% (n = 290,000) | AID 1530; in the data active = percent response above about 24%, passing the limit was not always enough; note: inactives centre near 1; some results filed as inactive read as strong as hits
Active calls of the source: *; ? = inconclusive; / = not tested or not shown. Not all compounds are listed, so the mix of outcomes need not match the whole.

SMILES	NS3 helicase inh	CRFBP-R2 agonist	GalR3 antag	SUMO HTRF inh	MEKK2wt PB1 HTS	FID counter	MEKK3 PB1 HTS	CRFR2-BP antag	MEKK2mut PB1 HTS
COc1ccc(N(CC(=O)Nc2ccc(C)c(C)c2)S(=O)(=O)c2c(C)noc2C)cc1	-20	0.2	-10	-21	96	-31	98	-4	-4
CCOC(=O)/C=C1\CN(Cc2cc(OC)c(OC)c(OC)c2)S(=O)(=O)c2ccc(C(F)(F)F)cc21	-29	0.4	-5	-9	94	-26	98	7	-4
COc1ccc(C(=O)CSc2nnc3n2CCCN3C(=O)Nc2ccccc2)cc1	-3	2.4	0	11	96	-6	96	8	-1
Cc1ccc(S(=O)(=O)NNC(=O)c2ccccc2-n2cccc2)cc1	13	1.2	-1	13	90	-8	96	1	-6
O=C(Oc1ccccc1C(=S)N1CCCCC1)c1cc([N+](=O)[O-])cc([N+](=O)[O-])c1	11	-1.4	-4	-13	104	-3	117	-15	2
CCOC(=O)/C(=C/c1ccco1)NC(=O)c1ccc(Br)o1	12	0.3	-4	10	90	-8	90	12	-11
CCOC(=O)/C=C1\NC(=O)CS1	2	4.1	1	6	91	-1	84	-5	-7
Cc1ccc(/C=N/OC(=O)c2c(C)noc2-c2snnc2C)cc1	6	-0.4	7	10	93	1	98	-25	-12
Cc1[nH]c2ccccc2c1/C=N/NC(=O)CNC(=O)c1ccco1	-7	0.4	-1	14	92	-3	93	-2	-6
Cc1ccccc1Nc1nc(N)nc(CSc2nnc(-c3ccccc3)n2C)n1	6	-0.6	0	-1	/	-21	/	9	/
CC1=C(C(=O)Nc2ccccn2)C(c2ccc(F)cc2)n2ncnc2N1 (stereo not drawn)	-2	0.2	-4	21	97	0	99	-10	4
Clc1ccc(Cn2c(CN3CCCC3)nc3ccccc32)cc1	-13	/	/	-35	103	17	84	/	-1
CCN(CC)c1ccc(/C=N/NC(=O)c2cc3ccccc3[nH]2)cc1	-5	-0.8	-6	-4	92	-17	91	-6	-4
Cc1cc(NC(=O)C2C3C(=O)N(Cc4ccc(Cl)cc4)C(C(=O)NCc4ccccc4)C34C=CC2(C)O4)no1 (stereo not drawn)	-9	-3.0	7	-3	106	-26	107	3	4
Cc1cc(OC(C)C(=O)NCCN2CCOCC2)c2c(C)cc(=O)oc2c1 (stereo not drawn)	-3	0.4	1	9	101	-1	104	-10	-1
ONc1cccnc1-n1nc(C(F)(F)F)cc1C(F)(F)F	-3	/	/	2	79	-7	86	/	-69
CC(=O)N1CCCc2cc(S(=O)(=O)CCC(=O)N3CCN(c4ccccc4)CC3)ccc21	6	-0.5	4	18	109	-25	105	-6	9
COc1ccccc1NC(=S)N(Cc1ccco1)Cc1cc2ccc(C)c(C)c2[nH]c1=O	-9	0.7	7	1	106	-18	123	-22	0
CC(=O)Oc1ccc(NC(=O)Cc2ccccc2)c(C(=O)O)c1	-1	-2.4	-3	18	100	-7	99	10	0
c1ccc(-c2ccc(OCCCNC3CCCC3)cc2)cc1	-28	0.1	-4	12	123	41*	84	-33	-2
COCc1cc(=O)oc2cc(NS(=O)(=O)c3ccc(C)cc3)ccc12	10	-1.7	-6	?	100	2	99	-11	7
O=C(COC(=O)c1ccc[nH]c1=O)NC1CCCCCCC1	0	-0.4	-2	21	99	-4	113	0	-1
COc1ccc(C(c2nnnn2CC2CCCO2)N2CCN(c3ccc(F)cc3)CC2)cc1 (stereo not drawn)	8	-0.5	4	8	98	-26	99	-5	-2
O=C1COc2ccc(C(=O)COC(=O)c3ccc4ccccc4n3)cc2N1	-6	-0.6	-2	-17	96	-8	94	8	-9
O=CN1CCN(C(C(=O)NC2CCCC2)c2cc3c(cc2[N+](=O)[O-])OCO3)CC1 (stereo not drawn)	2	0.1	-4	15	92	-7	99	2	-3

Another view of two compounds above:
| Compound | NS3 helicase inh | CRFBP-R2 agonist | GalR3 antag | SUMO HTRF inh | MEKK2wt PB1 HTS | FID counter | MEKK3 PB1 HTS | CRFR2-BP antag | MEKK2mut PB1 HTS |
| --- | --- | --- | --- | --- | --- | --- | --- | --- | --- |
| Clc1ccc(Cn2c(CN3CCCC3)nc3ccccc32)cc1 | -13 | / | / | -35 | 103 | 17 | 84 | / | -1 |
| CC(=O)N1CCCc2cc(S(=O)(=O)CCC(=O)N3CCN(c4ccccc4)CC3)ccc21 | 6 | -0.5 | 4 | 18 | 109 | -25 | 105 | -6 | 9 |

Later entries.
SMILES	NS3 helicase inh	CRFBP-R2 agonist	GalR3 antag	SUMO HTRF inh	MEKK2wt PB1 HTS	FID counter	MEKK3 PB1 HTS	CRFR2-BP antag	MEKK2mut PB1 HTS
CC(=O)c1c(C)nc(-c2ccccc2)nc1N	5	0.3	-1	1	91	6	99	-4	-8
Cc1ccccc1OCC(=O)N1CCc2ccccc2C1	0	-1.7	-11	11	110	-18	107	7	7
O=C(Nc1ccc2c(c1)OCCO2)c1cccc(C(=O)Nc2ccc3c(c2)OCCO3)c1	1	-0.1	2	28	107	-18	105	-5	8
O=C(O)c1cccc(S(=O)(=O)N2CCCC(c3nc4c(nnn4Cc4ccccc4Cl)c(=O)[nH]3)C2)c1 (stereo not drawn)	19	0.7	-6	21	101	-13	101	11	-2
COc1ccc(CC(=O)Nc2cccc3ccccc23)cc1OC	7	-1.0	-8	7	102	-11	101	9	3
COC(=O)c1sccc1NC(=S)N1CCCC(C)C1 (stereo not drawn)	4	-10	-2	6	98	1	102	10	-2
COC(=O)C1=C(C)NC(=O)/C1=C\c1cc(C)n(-c2c(C)cccc2C)c1C	13	3.5	-1	15	87	-5	83	6	-8
CCOc1cc(NC2CS(=O)(=O)CC2O)c(OCC)cc1NC(=O)c1ccccc1 (stereo not drawn)	0	-1.1	-1	17	102	-11	102	-2	4
COc1cc(C2OC(=O)c3ccccc3S2)cc(OC)c1OC (stereo not drawn)	-4	-1.3	-6	4	98	-5	100	-1	-1
COc1ccccc1CN(C)C(C)C(=O)Nc1cccc(C(C)=O)c1 (stereo not drawn)	17	-0.1	-4	12	99	7	95	8	-2
CCCCOc1nc2ccccc2nc1NS(=O)(=O)c1ccc(F)cc1	5	0.5	-7	5	102	-39	100	25	4
COc1ccc(NC(=O)Nc2ccc([N+](=O)[O-])cc2)cn1	3	21	-9	6	102	10	106	27	6
CC(=O)OC1CCC(OC(C)=O)c2c1n([O-])c(C)c(C)[n+]2=O (stereo not drawn)	-3	-1.9	7	2	102	-11	102	8	3
O=C(NC1CCCCC1)C1CC(=O)N(c2ccccc2)C1 (stereo not drawn)	3	-0.6	-7	6	95	-6	100	-12	-4
CCn1c(SCC(=O)N/N=C/c2c[nH]c3ccccc23)nnc1-c1ccc(C)cc1	6	-2.4	-7	18	106	-29	105	4	5
Cc1ccc(S(=O)(=O)Nn2cnnc2)cc1	19	2.8	-1	2	98	8	100	-7	-1
Cn1c(=O)c2c(nc(Oc3cccc(Br)c3)n2C)n(C)c1=O	10	-0.8	-7	24	112	-22	107	-2	15
O=C(CCCN1C(=O)C(c2ccccc2)Oc2cccnc21)NCc1ccccc1Cl (stereo not drawn)	-4	-1.7	-2	/	101	-52	101	8	2
O=C(N/N=C/c1ccncc1)c1cc2ccccc2cc1O	5	-0.8	0	-10	101	-19	100	-10	4
COC(=O)CCCC1=CC2=CC(=O)C(C)(OC(=O)c3cccs3)C(=O)C2=CN1c1ccc(OC)cc1 (stereo not drawn)	/	1.1	-2	28	84	/	83	5	-12
CCCCOC(=O)Nc1ccc(S(=O)(=O)Nn2cnnc2)cc1	2	1.5	-7	-3	108	-3	105	13	8
CCOC(=O)c1c(CN2CCCCC2)n(C)c2ccc(OC)c(S(=O)(=O)c3ccccc3)c12	16	1.6	-11	13	113	8	112	-23	10
O=c1[nH][nH]cc1C=NCc1cccnc1	8	-1.2	-5	7	100	1	102	-4	1
O=C(COc1cc(Cl)ccc1Cl)Nc1ccc2c(c1)CCC2	-4	0.0	-2	2	99	-4	94	-5	-1
CC(/C=C\c1ccccc1)=C/C(=O)O	9	-0.6	-2	11	94	-5	98	-8	4

The listing continues.
SMILES	NS3 helicase inh	CRFBP-R2 agonist	GalR3 antag	SUMO HTRF inh	MEKK2wt PB1 HTS	FID counter	MEKK3 PB1 HTS	CRFR2-BP antag	MEKK2mut PB1 HTS
COc1ccccc1N=c1oc2c(OC)cccc2cc1C(=O)NCc1ccco1	8	-1.2	/	4	94	2	98	20	1
COCCn1c(=O)[nH]c2cc(C(=O)NCCN3CCN(c4ccccc4)CC3)ccc2c1=O	-8	0.0	-4	31	85	1	88	15	-4
CC(OC(=O)C1CCN(S(=O)(=O)c2ccccc2C(F)(F)F)CC1)C(=O)N(C)Cc1ccccc1 (stereo not drawn)	-12	0.6	-3	10	106	-47	99	6	4
CN1CCN(CCCCOc2ccccc2-c2ccccc2)CC1	-19	0.7	-4	-5	106	19	96	15	-5
Cc1ccc(S(=O)(=O)NCCN2CCOCC2)cc1C	4	-1.2	0	9	97	-3	95	-7	-3
CCN(CCn1cccn1)Cc1cn[nH]c1-c1ccc(-c2ccccc2)cc1	-5	0.9	-6	-1	102	4	102	-5	2
Cc1ccccc1C(=O)N=c1sccn1C	-3	-0.6	7	16	98	2	106	-26	2
CN(C)/C(Cn1cncn1)=C1/N=C(c2ccccc2)OC1=O	9	-1.4	-4	-4	102	-4	102	10	2
O=C(CCc1nc2ccccc2[nH]1)NCc1ccc2c(c1)OCO2	7	36	/	11	81	2	75	-63	16
O=C(CSc1nc2ccc(Cl)cc2[nH]1)NCCc1ccccc1	-8	-2.0	1	-14	96	-10	101	-17	-2
Cc1ccc2nc(-c3ccc(NC(=O)COC(=O)c4cncc(Br)c4)cc3)sc2c1	4	5.2	-4	15	104	-4	99	-5	3
COc1ccc(CNC(=O)CS(=O)Cc2nc(-c3ccc(C)cc3)oc2C)cc1 (stereo not drawn)	16	-7.1	/	-1	110	-25	108	17	6
CCOc1cc(S(=O)(=O)NC2CCCCCC2)ccc1F	-17	1.5	-4	-21	105	-17	107	-6	11
CCn1cc(Cl)c(C(=O)Nc2c(C)nn(Cc3c(F)c(F)c(F)c(F)c3F)c2C)n1	2	-1.1	-1	3	102	-6	100	16	6
Cc1cc(NC(=O)CC#N)n(-c2ccccc2)n1	1	1.5	6	9	102	-14	100	9	0
CNC(=O)c1c(O)c2cccc3c2n(c1=O)CCC3	8	0.7	-10	5	106	-15	107	-10	13
Cc1ccc(C)c2[nH]c(=O)c(C(c3nnnn3C(C)(C)C)N3CC=C(c4ccc(F)cc4)CC3)cc12 (stereo not drawn)	-5	5.1	-3	5	96	-5	93	-15	-2
O=C(Nc1ccc2c(c1)oc1ccccc12)c1ccncc1	-8	2.0	-4	23	96	-5	102	-17	-4
CC(C)C(=O)Nc1c2c(nn1-c1ccc([N+](=O)[O-])cc1)CS(=O)(=O)C2	16	-0.8	-8	12	97	-5	95	-4	-2
Cc1ccccc1C1NC(=O)Cc2ccccc21 (stereo not drawn)	2	-2.9	-4	2	102	-1	104	7	4
COc1cccc(C(=O)Nc2cccc(OC(C)=O)c2)c1	-6	-0.1	-11	-6	/	-3	/	-2	/
O=Cc1cnc2ccccc2c1-c1ccccc1	3	-1.5	-5	8	102	5	104	17	5
O=C(Cn1nc(-c2ccc(Cl)cc2)ccc1=O)NCCCN1CCN(Cc2ccccc2)CC1	-17	19	-8	-5	/	11	/	-71	/
